High-throughput results deposited in PubChem by The Scripps Research Institute Molecular Screening Center.
CHO-K1 Ca antag: nonselective inhibitor or artifact in parental CHO-K1 cells | 360,000 tested, 0.6% active | inhibition, % at 3 µM | ATP-induced calcium, Fluo-8 fluorescence;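 active = inhibition above a per-plate cutoff, the plate's mean sample inhibition plus 3 SD, cut at about 24% in these data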;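 also: 0% = DMSO plus EC80 ATP and 100% = DMSO alone without ATP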
CHO-K1 Ca PAM: nonselective activator or artifact in parental CHO-K1 calcium assay. AID 602247. activation, % at 3 µM. 360,000 tested, 0.02% active. ATP EC20, Fluo-8 calcium fluorescence; 0% at ATP EC20, 100% at ATP max;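 active = activation above the run cutoff, the mean activation of all test compounds plus 3 SD, cut at about 40% in these data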;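 also: peak over basal fluorescence ratio in a 140 s read after ATP addition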
CHO-K1 Ca ag: nonselective activator or artifact in parental CHO-K1 cells. Fluo-8 calcium fluorescence; scaled to maximal ATP response, vehicle zero. activation, % at 3 µM. 360,000 tested, 0.48% active. AID 602248; in the data active = activation above about 15%;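 also: untransfected CHO-K1 host cells lacking M1 receptor as counterscreen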
CHRM5 antagonist: blocks acetylcholine activation of human M5 receptor; P08912; CHO-hM5 cells, Fluo-8 calcium fluorescence, ACh EC80; inhibition, % at 3 µM; 360,000 tested, 0.59% active;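 active = inhibition above a per-plate cutoff, the mean of that plate's test compounds plus 3 SD, cut at about 27% in these data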;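 also: 0% = acetylcholine EC80 with DMSO and 100% = DMSO without agonist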
Target sequence (P08912 whole entry, looked up): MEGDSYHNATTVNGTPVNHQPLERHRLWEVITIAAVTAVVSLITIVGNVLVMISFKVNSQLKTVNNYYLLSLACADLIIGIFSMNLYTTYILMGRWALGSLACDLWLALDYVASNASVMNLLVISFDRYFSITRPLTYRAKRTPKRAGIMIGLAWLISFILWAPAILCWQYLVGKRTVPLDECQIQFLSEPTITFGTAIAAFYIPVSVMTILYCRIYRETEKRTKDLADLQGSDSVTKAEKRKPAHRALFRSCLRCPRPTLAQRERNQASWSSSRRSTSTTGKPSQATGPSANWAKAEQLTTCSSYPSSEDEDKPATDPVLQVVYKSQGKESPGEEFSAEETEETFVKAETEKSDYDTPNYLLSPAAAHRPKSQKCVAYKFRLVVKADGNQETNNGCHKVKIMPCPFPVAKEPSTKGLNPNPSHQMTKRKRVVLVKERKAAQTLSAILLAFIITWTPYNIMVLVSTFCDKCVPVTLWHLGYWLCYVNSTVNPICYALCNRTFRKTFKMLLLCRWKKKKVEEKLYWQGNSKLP
M4 ag: CHRM4 agonism in calcium assay | P08173 | CHO-K1 hM4/Gqi5, Fluo-8 calcium fluorescence; vehicle 0%, full acetylcholine response 100% | activation, % at 3 µM | 360,000 tested, 0.14% active;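 active = activation above the run mean over all test wells plus 3 SD, cut at about 32% in these data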;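 also: peak over basal fluorescence ratio per well then scaled between controls; 0% = DMSO wells and 100% = acetylcholine at EC100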
Target sequence (P08173 whole entry, looked up): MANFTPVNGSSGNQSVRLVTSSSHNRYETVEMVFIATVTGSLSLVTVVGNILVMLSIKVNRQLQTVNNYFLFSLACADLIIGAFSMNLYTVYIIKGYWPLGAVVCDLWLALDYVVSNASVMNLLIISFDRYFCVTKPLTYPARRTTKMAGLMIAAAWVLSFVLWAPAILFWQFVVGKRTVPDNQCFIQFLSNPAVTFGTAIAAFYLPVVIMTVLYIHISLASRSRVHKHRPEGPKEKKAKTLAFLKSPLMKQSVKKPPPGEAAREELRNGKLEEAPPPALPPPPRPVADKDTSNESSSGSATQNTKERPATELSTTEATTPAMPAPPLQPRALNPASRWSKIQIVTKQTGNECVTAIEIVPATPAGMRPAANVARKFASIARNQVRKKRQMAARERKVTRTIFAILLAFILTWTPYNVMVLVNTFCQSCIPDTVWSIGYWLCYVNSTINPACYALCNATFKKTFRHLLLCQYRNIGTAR
CHRM5 PAM: positive allosteric modulators of human muscarinic M5 receptor; CHO-K1 hM5, Fluo-8 calcium, ACh EC20 PAM; 0% = ACh EC20, 100% = ACh EC100; 360,000 tested, 0.3% active; P08912; activation, % at 3 µM;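 active = activation above the run cutoff, the mean activation of all test compounds plus 3 SD, cut at about 18% in these data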
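Probe or stimulus: acetylcholine, EC20 level; Assay system: human M5 receptor in CHO-K1 cells; Schedule: compound preincubation 140 s before EC20 acetylcholine addition; Technique: intracellular calcium via Fluo-8 fluorescence; Dosing: single-point, 3 µM nominal; Read-out basis: percent activation from peak-over-basal fluorescence ratio, scaled EC20-to-EC100 acetylcholine; Repeats: one well per compound, no replicates.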
M4 PAM: CHRM4 positive allosteric modulation | activation, % at 3 µM | AID 624126 | CHO-K1 hM4/Gqi5, Fluo-8 calcium fluorescence, ACh EC20; 0% = ACh EC20, 100% = maximal ACh | P08173 | 360,000 tested, 0.4% active;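 active = activation above its plate's cutoff, the mean activation of sample wells plus 3 SD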; also: some results filed as inactive read as strong as hits
M5 ag: CHRM5 agonism in calcium assay; P08912; CHO-K1 hM5 cells, Fluo-8 calcium fluorescence; 0% DMSO wells, 100% maximal acetylcholine response; activation, % at 3 µM; 360,000 tested, 0.19% active; AID 624037;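 active = activation above the run's mean over test compounds plus 3 SD, cut at about 23% in these data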;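 also: signal is peak over basal fluorescence ratio across the kinetic read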
M4 antag: blocks acetylcholine activation of human M4 receptor; CHO-hM4 cells, ACh EC80, Fluo-8 calcium fluorescence; inhibition, % at 3 µM; 360,000 tested, 0.73% active; AID 624125;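 active = inhibition above its plate's cutoff, the mean inhibition of sample wells plus 3 SD, cut at about 27% in these data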;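 also: 0% = acetylcholine EC80 with DMSO and 100% = DMSO without agonist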
The depositor's hits bear a star.

SMILES	CHO-K1 Ca antag	CHO-K1 Ca PAM	CHO-K1 Ca ag	CHRM5 antagonist	M4 ag	CHRM5 PAM	M4 PAM	M5 ag	M4 antag
CCOC(=O)/C=C/C(=O)Nc1ccc(S(=O)(=O)N2CCCCCC2)cc1	-6	3	9.6	5	15	-7	-8	5	0
O=C(c1ccc(F)cc1)c1cn(Cc2ccc(F)cc2)c2cc3c(cc2c1=O)OCCO3	8	6	0.6	1	-1	-2	-3	1	-4
Cc1noc(C)c1S(=O)(=O)N(C)C[C@H]1OCCCC[C@@H](C)Oc2ccc(NC(=O)CCCN(C)C)cc2C(=O)N([C@H](C)CO)C[C@@H]1C	7	-8	-0.3	-1	0	2	2	0	1
Cc1nc2sc(C(c3cccs3)N3CCN(c4cccc(Cl)c4)CC3)c(O)n2n1 (centres undefined)	-12	13	1.9	9	4	-4	4	2	-6
CCc1nnc(NC(=O)c2c(O)c3c([nH]c2=O)CCCC3)s1	-4	14	0.3	-5	1	4	3	3	-3
c1ccc2[nH]c(CCCCCc3nc4ccccc4[nH]3)nc2c1	7	7	1.9	0	4	-4	-5	0	9
CCOC(=O)CN(C(=O)c1ccccc1[N+](=O)[O-])C(C)(C)C	-5	-7	0.6	-4	4	4	0	1	-13
Cc1cccc(NC(=O)c2nc[nH]c2C(=O)N2CCN(c3ccccc3)CC2)c1	11	-2	-0.1	8	0	-8	2	2	-1
COC(=O)CCCC(=O)N1CCCC(N(C)CCc2ccccc2)C1 (centres undefined)	-2	2	0.2	0	0	4	0	-9	-6
CS(=O)(=O)c1nc(S(=O)(=O)c2ccc(Cl)cc2)c(N2CCCCC2)s1	-9	-16	-0.1	10	0	-1	-5	-6	11
CN(C)c1ccc(-c2nnc(-c3ccccc3F)o2)cc1	10	3	19*	5	0	4	-2	-3	-5
COCCNC(=O)C(c1ccc(C)cc1)N(Cc1cccs1)C(=O)CCC(=O)Nc1ccccn1 (centres undefined)	-7	2	2.2	12	4	-5	3	-1	-14
NC(N)=Nc1ccc(N=C(N)N)cc1	-4	0	1.4	3	1	-2	0	-7	4
COc1ccc(CNC(=O)C2CCC(=O)N2C(C)C)c(OC)c1 (centres undefined)	-13	19	0.4	3	1	7	12	0	14
O=C(COc1ccc(Cl)cc1Cl)N1CCNC1=O	7	-1	-0.2	10	1	2	6	-1	-6
CC(Cc1nnc(SCC(=O)O)n1N)c1ccccc1 (centres undefined)	-1	-2	0.1	9	1	-4	-5	-2	6
CCOC(=O)[C@]12CCCC=C1N(Cc1ccc(Cl)cc1Cl)C(=O)[C@H](CC(=O)N1CCSCC1)C2	-18	23	1.8	8	-2	-5	-1	0	9
CC(=O)Nc1ccc(NC(=O)COC(=O)CCCc2c[nH]c3ccccc23)cc1	8	-3	1.3	1	3	1	-2	3	4
CCOc1ccc(N2CC(C(=O)Nc3c(C)n(C)n(-c4ccccc4)c3=O)CC2=O)cc1 (centres undefined)	-12	9	0.3	4	2	2	-3	0	1
O=S(=O)(c1ccc2c(c1)OCCO2)N1CCC(n2nnc3cc(F)ccc32)CC1	-4	18	2.4	-2	1	-5	2	-4	3

Another view of part of the listing above:
structure | CHO-K1 Ca antag | CHO-K1 Ca PAM | CHO-K1 Ca ag | CHRM5 antagonist | M4 ag | CHRM5 PAM | M4 PAM | M5 ag | M4 antag
O=C(COc1ccc(Cl)cc1Cl)N1CCNC1=O | 7 | -1 | -0.2 | 10 | 1 | 2 | 6 | -1 | -6
CCOC(=O)[C@]12CCCC=C1N(Cc1ccc(Cl)cc1Cl)C(=O)[C@H](CC(=O)N1CCSCC1)C2 | -18 | 23 | 1.8 | 8 | -2 | -5 | -1 | 0 | 9
NC(N)=Nc1ccc(N=C(N)N)cc1 | -4 | 0 | 1.4 | 3 | 1 | -2 | 0 | -7 | 4
COCCNC(=O)C(c1ccc(C)cc1)N(Cc1cccs1)C(=O)CCC(=O)Nc1ccccn1 (centres undefined) | -7 | 2 | 2.2 | 12 | 4 | -5 | 3 | -1 | -14

The list goes on.
SMILES	CHO-K1 Ca antag	CHO-K1 Ca PAM	CHO-K1 Ca ag	CHRM5 antagonist	M4 ag	CHRM5 PAM	M4 PAM	M5 ag	M4 antag
CC1CCN(S(=O)(=O)c2ccc3c(c2)oc(=O)n3CC(=O)N2CCc3ccccc3C2)CC1	-7	8	0.0	5	1	-3	7	-1	-21
Oc1ccc(Br)cc1/C=N/N1CCCCC1	-2	12	0.8	9	1	-8	-4	5	-4
Cc1cc(C)nc(Sc2c(C)nn(-c3ccccc3)c2C)n1	-11	16	0.3	3	0	1	12	-8	-8
CCC1(c2ccccc2)NC(=O)N(CC(=O)N2CCN(S(=O)(=O)c3ccccc3)CC2)C1=O (centres undefined)	-5	18	-0.1	-10	0	5	17	-3	-10
CCCc1nc2c3ccccc3ccn2c1CC(C)(C)C	-18	6	-0.4	-2	-2	-8	-15	-8	14
COc1ccccc1N1CCN(C(=O)c2cc3c(=O)n4ccccc4nc3s2)CC1	-2	-1	0.5	11	1	0	-4	0	11
COCCCNC(=S)NNC(=O)c1ccoc1C	-7	9	0.2	-4	0	1	4	-2	4
c1ccc(CC2CCCNC2)cc1 (centres undefined)	-20	22	0.2	5	0	-11	-10	-19	-13
COc1ccc(/C=C/C(=O)OCC(=O)c2ccc3c(c2)NC(=O)CO3)c(OC)c1	-23	26	2.2	0	4	7	14	1	9
COc1cccc(C(C)=NNc2ccc([N+](=O)[O-])cc2[N+](=O)[O-])c1OC	-2	11	0.4	16	2	-1	0	2	-4
CCn1c(/N=C/c2ccccc2NS(=O)(=O)c2ccc(C)cc2)nc2ccccc21	15	2	-0.1	8	0	-7	19	-5	6
CCOc1ccc(C(=O)Nc2ccc(NC(=O)c3ccco3)c(Cl)c2)cc1Cl	-17	14	0.7	-3	1	3	14	-3	-19
Cc1cc(C)cc(NC(=S)N2CC(C)OC(C)C2)c1 (centres undefined)	-7	24	1.0	-1	1	3	0	-3	-1
Cc1ccc(Cl)cc1NC(=O)NCc1ccccn1	4	-3	0.2	-4	0	14	2	-4	-6
COc1ccc(/C=C/C(=O)OCC(=O)NC2CCS(=O)(=O)C2)cc1 (centres undefined)	-2	4	-0.1	12	0	0	0	1	1
O=C(Nc1ccccc1-c1ccccc1)NC1CCN(CC(=O)N2CCOCC2)CC1	-14	15	0.3	17	1	-22	-8	-5	5
O=C1C(Nc2ccccc2)=C/C(=N/S(=O)(=O)c2cccs2)c2ccccc21	0	17	2.2	14	6	-6	-20	1	25
COc1ccccc1C1=NOC(Cn2c(=O)c3c(ncn3C)n(C)c2=O)C1 (centres undefined)	-5	23	2.1	-2	5	7	4	-1	-15
Cc1ccc(C(=O)COC(=O)COc2ccccc2[N+](=O)[O-])s1	-9	1	0.0	14	1	-7	13	0	-9
Brc1ccccc1OCCN1CCOCC1	-3	3	0.1	9	0	-4	-5	-4	-9
O=C(O)CCCC(=O)NNc1nc(-c2ccccc2)c2cc(Cl)ccc2n1	4	-12	0.3	6	0	-7	-1	0	2
c1csc(CN2CCN(Cc3cccs3)C2c2cccs2)c1	-21	25	0.8	-4	0	8	4	-6	-4
CN(C)S(=O)(=O)c1cccc2nsnc12	-15	-4	0.7	-5	3	-6	5	0	0
Cc1ccc(C)c(S(=O)(=O)N2CCN(C(=O)c3ccncc3)CC2)c1	-4	-13	0.4	11	0	-3	2	1	0
Cc1ccc(CN(Cc2cccnc2)C(=O)CN2C(=O)COc3ccccc32)o1	-21	29	2.2	6	6	-2	-4	3	9
CCc1ccc(-n2nnnc2SCC(=O)NNC(=O)c2ccco2)cc1	-10	-7	-0.1	-3	2	3	5	3	3
CCC1C(=O)Nc2ccccc2N1C(=O)COc1ccccc1 (centres undefined)	-12	15	0.3	8	2	-3	-2	-3	-1
O=C(c1ccc(-c2ccccc2)cc1)N1CCN(c2ccc3c(c2)C2CC3CCN2C(=O)OCc2ccccc2)CC1 (centres undefined)	3	8	0.3	-2	0	-1	1	4	0
CCc1nnc(NC(=O)CSc2nnc(-c3c[nH]c4ccccc34)n2CC)s1	-13	23	0.2	4	-1	2	-1	0	3
O=S(=O)(Nc1nc2ccccc2nc1NCc1ccco1)c1cccs1	8	-4	1.0	-4	3	4	3	-1	-1
CCCn1c(SCC(=O)NCc2cccs2)nc2c1c(=O)n(C)c(=O)n2C	-22	14	1.1	-1	3	-4	10	1	-11
COc1ccc(-c2cn(CCO)c(-c3ccc(Cl)nc3)n2)cc1	-10	12	0.2	22	0	-5	3	1	8
CCCN1C(=O)c2cc(C(=O)Nc3ccccc3OC)ccc2C1Nc1ccccc1OC (centres undefined)	-13	25	1.9	12	2	2	17	-2	9
COc1ccc(NC(=O)C2CCCN(S(C)(=O)=O)C2)cc1OC (centres undefined)	4	-7	0.2	10	1	2	-6	1	-8
CCOC(=O)c1[nH]c(C)c(C(=O)OCC)c1C	-11	19	0.2	-1	1	1	6	-3	-19
O=S(=O)(N1CCOCC1)n1nnc2ccccc21	6	-10	0.1	11	0	-4	-2	-3	7
CC(=O)N1CCC(CCCC2CCN(C(C)=O)CC2)CC1	-6	3	0.9	-5	1	17	5	2	-11
COc1ccc(CNC(=O)C(=O)NCC(c2ccco2)N2CCOCC2)cc1 (centres undefined)	-8	16	3.9	-2	2	-4	16	-2	-13
O=[N+]([O-])c1ccc(O)c(/C=N/Nc2ccccn2)c1	-5	25	3.7	1	10	3	-1	3	11
COc1ccc(CCc2nnc(NS(C)(=O)=O)s2)cc1	-5	13	0.2	13	0	-4	1	-3	2

Single records, as listed above. Values in the order: CHO-K1 Ca antag, CHO-K1 Ca PAM, CHO-K1 Ca ag, CHRM5 antagonist, M4 ag, CHRM5 PAM, M4 PAM, M5 ag, M4 antag
COc1ccc(CNC(=O)C(=O)NCC(c2ccco2)N2CCOCC2)cc1 (centres undefined) reads -8, 16, 3.9, -2, 2, -4, 16, -2, -13
COc1ccc(-c2cn(CCO)c(-c3ccc(Cl)nc3)n2)cc1 reads -10, 12, 0.2, 22, 0, -5, 3, 1, 8

The list continues:
SMILES	CHO-K1 Ca antag	CHO-K1 Ca PAM	CHO-K1 Ca ag	CHRM5 antagonist	M4 ag	CHRM5 PAM	M4 PAM	M5 ag	M4 antag
C[C@@H](c1ccccc1)N1C[C@@H](COCc2ccccc2)Oc2cc(N3CC[C@@H](N(C)C)C3)ccc2S1(=O)=O	-9	18	1.9	-1	5	4	-3	1	5
S=C(NCCCc1ccccc1)Nc1ccc(Br)cc1	12	-4	13	28*	13	-14	-11	5	2
CCSC(C)CC1C/C(=N/O)c2c(CC)noc2C1 (centres undefined)	-13	1	0.3	3	0	0	11	-3	1
O=C(N/N=C/c1ccc(Br)cc1)c1ccc(Br)o1	-14	19	0.7	1	0	-1	6	-4	-6
Cc1c(C(=O)N2CCOCC2)sc(NC(=O)c2ccccc2F)c1C#N	-8	-4	1.0	6	2	7	-9	-1	17
Cc1cc(N2CCOCC2)nc2ccc(NC(=S)N3CCN(Cc4ccccc4)CC3)cc12	19	-10	0.1	4	2	-2	0	0	2
Cc1ccc(-c2nc(N/N=C/c3cccc([N+](=O)[O-])c3)c3ccccc3n2)cc1	-10	25	1.4	6	1	-2	-1	-4	7
CCNc1cc(N2CCOCC2)nc(SC)n1	-13	21	0.6	0	2	8	4	0	-2
COc1ccc(CNCCC(c2ccc(F)cc2)c2ccc(OC)cc2)cc1 (centres undefined)	-1	22	6.2	5	22	-4	-4	5	16
Cc1ccc(C(=O)NCCn2cc(SCC(=O)Nc3nnc(C)s3)c3ccccc32)cc1	3	8	4.3	1	15	-11	-4	3	-9
Nn1c(SCC(=O)NC2CCCCC2)nnc1-c1ccco1	-22	6	0.5	1	1	1	8	1	-14
